hcGAS lum: human cGAS inhibition; Q8N884; recombinant h-cGAS, ATP depletion, Kinase-Glo luminescence; inhibition, % at 12.5 µM; 290,000 compounds, 0.081% hits; AID 1259398; in the data active means inhibition above about 40%;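 further: 0% = vehicle reaction and 100% = reaction without DNA for no activity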
Target sequence (Q8N884 whole entry, looked up): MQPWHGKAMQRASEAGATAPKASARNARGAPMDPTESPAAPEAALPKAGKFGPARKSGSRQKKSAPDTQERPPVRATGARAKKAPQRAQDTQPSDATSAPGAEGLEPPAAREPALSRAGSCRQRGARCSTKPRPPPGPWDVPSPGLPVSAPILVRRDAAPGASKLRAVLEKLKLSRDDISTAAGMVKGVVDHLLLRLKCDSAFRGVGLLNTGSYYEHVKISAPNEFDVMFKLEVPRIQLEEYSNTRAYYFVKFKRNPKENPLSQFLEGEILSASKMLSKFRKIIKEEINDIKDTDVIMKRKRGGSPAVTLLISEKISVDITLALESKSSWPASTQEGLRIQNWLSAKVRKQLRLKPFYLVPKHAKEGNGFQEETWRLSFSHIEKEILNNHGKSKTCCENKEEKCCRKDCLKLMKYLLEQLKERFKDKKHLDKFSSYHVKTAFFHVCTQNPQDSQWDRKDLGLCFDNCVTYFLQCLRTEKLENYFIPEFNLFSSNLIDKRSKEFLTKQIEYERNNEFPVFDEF
The depositor's hits bear a star. Some of the compounds tested; rates above refer to the full screens.

| compound | hcGAS lum |
| --- | --- |
| O=C(C1Cc2ccccc2O1)N1CCC(n2cc(-c3ccccc3)nn2)CC1 (stereo not drawn) | -5 |
| O=c1[nH]c2ccccc2nc1-c1c[nH]n(-c2ccccc2)c1=O | -13 |
| O=C(Cc1ccc2c(c1)CCO2)Nc1cccnc1Cl | 7 |
| CCc1nc(C)c(C(=O)NCCc2nncn2CC)s1 | -3 |
| Cc1nc2ccc(C(=O)N[C@H]3C[C@H]4C(=O)N(C)CC(=O)N4C3)cc2[nH]1 | -5 |
| C=CCNc1ccccc1C(=O)N1CCC(C(C)COC)CC1 (stereo not drawn) | 0 |
| N#Cc1nccnc1N1CCN(c2ccc(C(N)=O)cc2)CC1 | -5 |
| OCC(O)C[n+]1cccc(Br)c1 (stereo not drawn) | -9 |
| Cc1cc(C)cc(OCc2ccc(C(=O)N3N=C(C(F)F)CC3(O)C(F)F)o2)c1 (stereo not drawn) | 9 |
| Cc1ccccc1-n1ncc(C(C)NC(=O)Cc2ccc(Cl)cc2)c1C (stereo not drawn) | -3 |
| Cc1nnc(SCCC(=O)N2[C@@H]3CC[C@H]2CNC(=O)C3)s1 | -7 |
| Cc1c(/C=C(/CCC(=O)O)c2nc3ccccc3s2)cc(C#N)n1C | -11 |
| Cc1ccc(S(=O)(=O)Nc2ccccc2C2=N[C@@H](C(C)C)CO2)cc1 | -4 |
| CC(NC(=O)C1CCN(S(=O)(=O)c2ccc3c(c2)OCCCO3)CC1)c1ccc(F)c(F)c1 (stereo not drawn) | -3 |
| O=C(O)c1cc2cc3c(cc2nn1)OCCCO3 | -7 |
| COC(=O)C(C)(C)C1CCCCC1C(C)(C)C(=O)OC (stereo not drawn) | -3 |
| COc1ccc(S(=O)(=O)N(C)C)cc1NC(=O)Cc1ccsc1 | -16 |
| Cc1nn(C(C)C)c2c1C(c1cccc(OCc3ccccn3)c1)CC(=O)N2 (stereo not drawn) | 0 |
| O=C(NS(=O)(=O)NC(=O)c1ccccc1)c1ccccc1 | 0 |
| CCc1nnc(Cn2cc(-c3ccnc4ccccc34)nn2)s1 | -8 |
| Cc1nn(C)c(Cl)c1CN1CCC(CO)(CCOc2ccccc2)CC1 | -9 |
| CC(C)c1nc(Cn2ccnc2-c2ccc(-c3ccn[nH]3)s2)no1 | -6 |
| Cc1cc(C)n(C(=O)C2CC=CCC2C(=O)O)n1 (stereo not drawn) | 5 |
| CC(C)C1CN(CC(=O)Nc2cnn(C)c2)CCCN1Cc1ccc(F)cc1 (stereo not drawn) | -6 |
| CCOC(=O)N1CCN(c2c(Cl)cccc2NC(=O)c2ccccc2C)CC1 | 6 |
| Cc1nonc1CC(=O)N1CCC(N2CCC(C(=O)NCc3ccccn3)CC2)CC1 | -5 |
| CC(OC(=O)c1nn(C)c(=O)c2ccccc12)C(=O)N1CCCCCC1 (stereo not drawn) | -13 |
| Cc1cc2c(cc1O)NC(=O)CC2c1cn[nH]c1-c1ccc(F)cc1 (stereo not drawn) | -3 |
| CN(C(=O)Nc1ccc(C(N)=O)c(F)c1)C1CCc2ccccc2C1 (stereo not drawn) | -1 |
| CCOc1ccnc(N(C)Cc2cc(C)[nH]n2)n1 | 0 |
| Cc1ccccc1NC(=O)CC(=O)NCCOc1c(C)cccc1Cl | -7 |
| CC(C)C(NC(=O)CCc1cccnc1)c1nnc2n1CCNCC2 (stereo not drawn) | -6 |
| Cc1ccc(Br)cc1C(=O)NC(C)CS(C)(=O)=O (stereo not drawn) | -6 |
| COC(=O)c1cc2n(n1)CCCN(C(=O)C(=O)c1cccnc1)C2 | -6 |
| CCCCn1c2c(c(=O)n(C)c1=O)C(=O)C(CC(=O)O)N2 (stereo not drawn) | -10 |
| CCC(C(=O)N(C)Cc1cc(C)no1)n1cc(C(C)=O)c2ccccc21 (stereo not drawn) | -7 |
| CN(Cc1ccc(CO)o1)Cc1cccc2ncccc12 | -6 |
| CCOC(=O)C(NC(=O)CC)(Nc1nc2c(s1)CCCC2)C(F)(F)F (stereo not drawn) | 0 |
| Cc1cccnc1CNC(=O)CC1C(=O)NCCN1Cc1cccc2ccccc12 (stereo not drawn) | -10 |
| COCC1(C(=O)NCc2ccccc2-n2cccn2)CCC1 | -7 |
| O=C(O)c1cc2ccccc2cc1O | 4 |
| CCOC(=O)c1cn2cc(Br)nc(NC(C)CC)c2n1 (stereo not drawn) | -3 |
| Cc1nc(-c2ccccc2)c(C(=O)NC(C)Cc2cnccn2)s1 (stereo not drawn) | -6 |
| O=C(NC1CC1)C1CCN(C2CCN(C(=O)c3ccc(C(F)(F)F)cc3)CC2)CC1 | 3 |
| Cc1nonc1CN(C)C(=O)CSCc1ccccc1Cl | -6 |
| O=C1CC(C(=O)NC2CCC(n3cnnc3)CC2)c2ccccc21 (stereo not drawn) | -5 |
| Cc1cnc(CNC(=O)c2cc(-c3ccccc3Cl)oc2C)cn1 | -2 |
| Cc1n[nH]c(=S)n1NCC#Cc1ccccc1 | -2 |

Reprinted from the part before: 3 compounds; new compounds follow.
| compound | hcGAS lum |
| --- | --- |
| O=C1CC(C(=O)NC2CCC(n3cnnc3)CC2)c2ccccc21 (stereo not drawn) | -5 |
| Cc1cnc(CNC(=O)c2cc(-c3ccccc3Cl)oc2C)cn1 | -2 |
| Cc1n[nH]c(=S)n1NCC#Cc1ccccc1 | -2 |
| C=C1CC[C@H](O)C/C1=C/C=C1\CCCC2(C)C1CCC2C(C)CCCC(C)C (stereo partly drawn) | -2 |
| O=C(COc1cccc(Br)c1)N/N=C1\CCSC1 | -1 |
| O=C(C1CC1)N1CCc2c(ncnc2NCC23CCCN2CCC3)C1 | -5 |
| Cc1ccc(CN2CCNC(=O)C2CC(=O)O)o1 (stereo not drawn) | -12 |
| CC(C)c1ccc(-c2csc3ncn(-n4cccc4)c(=O)c23)cc1 | -8 |
| CC(Oc1ccc(Br)cc1)C(=O)NCC(=O)NCc1ccco1 (stereo not drawn) | -14 |
| O=C(Nc1ccc2scnc2c1)C1CC(=O)N(CC2CC2)C1 (stereo not drawn) | -7 |
| O=C1NCCCCC1SCc1nc2ccccc2s1 (stereo not drawn) | -2 |
| CCCCN1C(=O)C(C)=C(C)C1O (stereo not drawn) | -6 |
| COc1cccc(F)c1-c1c(-c2ccccc2)ncn1C(C)c1cnn(C)c1 (stereo not drawn) | -2 |
| NC(=O)CCN(C(=O)COc1cccc(Br)c1)c1ccc(F)cc1 | -2 |
| O=C(Cc1c[nH]c2ccccc12)NC1CC2CC1C1CCCC21 (stereo not drawn) | -7 |
| CNc1nc(C)c(C(=O)N2CCN(Cc3ccc(C)cc3)C(=O)C2C)s1 (stereo not drawn) | -7 |
| CCc1ccc(CN2CCN(C)C3(CCN(C(=O)c4ccco4)CC3)C2)nc1 | -3 |
| O=C(O)C1CN(Cc2ccc3c(c2)Cc2ccccc2-3)CCN1 (stereo not drawn) | -2 |
| COc1ccccc1CC1(C)NC(=O)N(CC(=O)N2CCc3ccccc3C2)C1=O (stereo not drawn) | -15 |
| CCOC(=O)NC(=S)NN(C)c1nc(C)cnc1C | 3 |
| CC1CCN(Cc2ccc(C(=O)N[C@H]3C[C@H]4CN(C)CCN4C3)o2)CC1 | -5 |
| Nc1cccc(C(=O)N(CCN2CCOCC2)Cc2ccco2)c1 | -6 |
| COc1cccc(-c2ccccc2NC(=O)C2CCN(Cc3nc(C)c(C)nc3C)CC2)c1 | -3 |
| COc1ccc(CN2CCNC(=O)C2CC(=O)N(C)Cc2nonc2C)c(F)c1 (stereo not drawn) | 3 |
| CCCCC/C=C/CCC(=O)N[C@H]1[C@H](Oc2c3cc4cc2Oc2ccc(cc2Cl)[C@@H](O[C@@H]2O[C@H](CO)[C@@H](O)[C@H](O)[C@H]2NC(C)=O)[C@@H]2NC(=O)[C@H](NC(=O)[C@@H]4NC(=O)[C@H]4NC(=O)C(Cc5ccc(c(Cl)c5)O3)NC(=O)[C@H](N)c3ccc(O)c(c3)Oc3cc(O)cc4c3)c3ccc(O)c(c3)-c3c(OC4O[C@H](CO)[C@@H](O)[C@H](O)[C@@H]4O)cc(O)cc3[C@@H](C(=O)O)NC2=O)O[C@H](CO)[C@@H](O)[C@@H]1O (stereo partly drawn) | -2 |
| CCOc1ccc(N2C=Nn3c(nnc3SC(C)C)C2)cc1 | -5 |
| Cc1ncsc1CCC(=O)NC(c1ccccc1)c1ccco1 (stereo not drawn) | -3 |
| CCN(CC(=O)NCc1cccs1)c1cccc(F)c1C#N | -7 |
| Cc1ccc(C(=O)N2CCC(n3nccc3NC(=O)CCOc3ccccc3)CC2)s1 | 4 |
| O=C(Nc1ccc2c(c1)CN(C(=O)C1CCOC1)CC2)c1ccccc1Cl (stereo not drawn) | -6 |
| CN1CCN(c2cc(C(=O)c3cc(F)ccc3O)cn3c(=O)c4ccccc4nc23)CC1 | -7 |
| Fc1ccccc1COc1cccc(CNCc2ccccn2)c1 | -8 |
| O=C(Cn1c(=O)oc2ccccc21)NCc1ccc2c(c1)OCO2 | -5 |
| CSc1cccc(CN2CCC(CO)(Cc3ccccc3)CC2)c1 | -2 |
| COc1cc(F)c(-c2nccn2CCCc2cccnc2)cc1OC | -4 |
| O=C(NCCc1nc2ccccc2s1)c1cnc(N2CCOCC2)nc1 | -2 |
| COc1cc2c(cc1CNc1nccc(CCC(F)(F)F)n1)OCCO2 | -2 |
| CN(CCCN1CCOCC1)C(=O)c1cc(COc2ccc(F)cc2F)on1 | 1 |
| CCOC(=O)N1CCC(NC(=O)CC2C(=O)NCCN2Cc2cccc(F)c2F)CC1 (stereo not drawn) | -10 |

Next part, overlapping the part above by 6 compounds.
| compound | hcGAS lum |
| --- | --- |
| CSc1cccc(CN2CCC(CO)(Cc3ccccc3)CC2)c1 | -2 |
| COc1cc(F)c(-c2nccn2CCCc2cccnc2)cc1OC | -4 |
| O=C(NCCc1nc2ccccc2s1)c1cnc(N2CCOCC2)nc1 | -2 |
| COc1cc2c(cc1CNc1nccc(CCC(F)(F)F)n1)OCCO2 | -2 |
| CN(CCCN1CCOCC1)C(=O)c1cc(COc2ccc(F)cc2F)on1 | 1 |
| CCOC(=O)N1CCC(NC(=O)CC2C(=O)NCCN2Cc2cccc(F)c2F)CC1 (stereo not drawn) | -10 |
| CCC1(c2ccc(C)cc2)NC(=O)N(CN2CCN(c3cnccn3)CC2)C1=O (stereo not drawn) | -12 |
| CCOC(=O)NCCc1cc(OC)c(OC)cc1C(C)=O | 1 |
| CSC1CCCC1N(C)C(=O)Nc1c(C)nn(C(C)C)c1C (stereo not drawn) | 0 |
| Cc1ccsc1CN(C)C(=O)C(C)n1cnc2ccccc21 (stereo not drawn) | -4 |
| c1ccc2c(c1)ncn1nc(CN3CCCCC3)nc21 | 0 |
| Cc1cc(C)cc(N2CC(C(=O)OCC(=O)Nc3ccc(F)cc3)CC2=O)c1 (stereo not drawn) | 2 |
| CSCCCn1cnc(-c2ccccc2)c1-c1cnc(C(C)C)nc1 | -5 |
| COc1cccc(-c2cccc(CN3CCOCC3)c2)n1 | -10 |
| CC(=O)c1cc(Cl)ccc1OCC(=O)Nc1ccc(C)cc1Br | -10 |
| O=C1COC(c2ccccc2)C2CCCCN12 (stereo not drawn) | -1 |
| CCc1ccc(CN2CCCC(C(=O)Nc3ccccc3Oc3cccnc3)C2)o1 (stereo not drawn) | -6 |
| CC1CN(Cc2cccc(NC(=O)c3ccc[nH]3)c2)CC(C)O1 (stereo not drawn) | -5 |
| COc1ccc(C)cc1CCNC(=O)c1ccsc1 | -4 |
| O=P(CC(O)C(F)(F)F)(c1ccccc1)c1ccccc1 (stereo not drawn) | -6 |
| COc1ccc(OC)c(C(=O)Nc2ccc(Br)cc2C)c1 | -9 |
| COc1cccc(-c2cccc(NC(=O)C3CCN(Cc4ccccc4)CC3)c2)c1 | -3 |
| N#CC1=C(NC(=O)c2ccc(COc3ccc(Cl)cc3)cc2)CCC1 | 2 |
| CC(C)n1cc(CN(Cc2ccncc2)Cc2ccc(F)cc2)cn1 | -5 |
| Cc1ccc(C(=O)NCC(=O)OCc2cccc(C#N)c2)cc1C | -8 |
| Cc1cc(-n2ncc(C#N)c2N)nc2ccccc12 | -8 |
| COc1cccc(-c2cccc(NC(=O)C3CCN(Cc4ccc5nonc5c4)CC3)c2)c1 | -1 |
| COc1ccc(S(=O)(=O)N2CCNC(C(=O)O)C2)c2c1CCCC2 (stereo not drawn) | -5 |
| O=C(CS(=O)(=O)c1ccc(Cl)cc1)Nc1nncs1 | 5 |
| CC(NCC(=O)NCc1ccccc1F)c1ccc(S(C)(=O)=O)cc1 (stereo not drawn) | -6 |
| COc1cccc(-c2ccccc2NC(=O)C2CCN(Cc3csc(C(C)=O)c3)CC2)c1 | -5 |
| CCCCNC(=O)Nc1ccc(C(N)=O)cn1 | -7 |
| CCOC(=O)c1oc2ccc(CNCCO)c(Cl)c2c1C | -3 |
| CC(NC(=O)c1scnc1Cl)C1(N2CCOCC2)CCCC1 (stereo not drawn) | -5 |
| CCc1ccc(CN(CCOC)C(=O)c2cn(C)c3ccccc3c2=O)cc1 | -1 |
| CCOc1ccccc1-c1ccc(CN(C)C)cn1 | -6 |
| CN(C)CCNC(=O)c1cc2n(n1)CCCN(C(=O)Nc1ccccc1)C2 | -5 |
| Cc1cc(/C=C/C(=O)O)c(C)n1-c1ccnn1C(C)C | -7 |
| CN(Cc1ccc(Cl)s1)C(=O)CCNC(=O)Nc1ccccc1 | -15 |
| COCC1(C(=O)NCc2cnc(SC)n2C)CCC1 | -5 |
| NC(=O)c1ccc(Cn2cnc3c(Br)cc(Br)cc3c2=O)cc1 | -4 |
| CCCc1cc(N2CCC(N3CCSCC3)CC2)nc(C)n1 | -6 |

Copied from the entries so far for reference:
| compound | hcGAS lum |
| --- | --- |
| COCC1(C(=O)NCc2cnc(SC)n2C)CCC1 | -5 |
| NC(=O)c1ccc(Cn2cnc3c(Br)cc(Br)cc3c2=O)cc1 | -4 |

Going on with the list.
| compound | hcGAS lum |
| --- | --- |
| COc1cncc(-c2ccc(F)cc2Cl)c1 | 2 |
| COCC1(C(=O)NCc2csc3c2CCCC3)CCC1 | -3 |
| O=C(NC1CC1)C(Oc1cccc(Cl)c1)c1ccccc1 (stereo not drawn) | -8 |
| Cc1sc2ncn(CN3CCN(S(=O)(=O)/C=C/c4ccccc4)CC3)c(=O)c2c1C | 2 |
| COc1cc(OC)cc(N2CCC(Nc3ncccn3)C2)c1 (stereo not drawn) | -5 |
| Cc1noc(C)c1C1CCCN1C(=O)c1cc2n(n1)CCCN(C)C2 (stereo not drawn) | 0 |
| CN(Cc1cccc(Cl)c1)C(=O)Cc1ccc(N2CCCC2=O)cc1 | -7 |
| COc1ccccc1-c1noc(CCC(=O)NC[C@H]2C[C@H]3C=C[C@H]2C32CC2)n1 | -6 |
